MBNL1 CUG block: inhibitors of human MBNL1 binding to CUG repeat RNA | TR-FRET MBNL1-His/biotin-(CUG)12 binding, 665/545 ratio | Potency, µM (titrated, usually from 57.5 µM), without a hit: at the highest dose activity change, negative = inhibition, actives largely listed as inhibitors | Q9NR56 | 280,000 tested, 0.036% active | AID 2675; active means well fitted inhibition curve with a large enough effect in the signal ratio, with a control signal flat, not every such curve was filed as active; inconclusive means small, poorly fitted or top-dose-only effect, or effect the other way, or a change in a side signal; inactive means no such curve, though single readings can be large or run the other way; the % refers to the signal ratio; further: potency means the concentration at half of the fitted maximal effect; on the % scale 0 is the no-effect control and ±100 the full control effect
Target sequence (Q9NR56 whole entry, looked up): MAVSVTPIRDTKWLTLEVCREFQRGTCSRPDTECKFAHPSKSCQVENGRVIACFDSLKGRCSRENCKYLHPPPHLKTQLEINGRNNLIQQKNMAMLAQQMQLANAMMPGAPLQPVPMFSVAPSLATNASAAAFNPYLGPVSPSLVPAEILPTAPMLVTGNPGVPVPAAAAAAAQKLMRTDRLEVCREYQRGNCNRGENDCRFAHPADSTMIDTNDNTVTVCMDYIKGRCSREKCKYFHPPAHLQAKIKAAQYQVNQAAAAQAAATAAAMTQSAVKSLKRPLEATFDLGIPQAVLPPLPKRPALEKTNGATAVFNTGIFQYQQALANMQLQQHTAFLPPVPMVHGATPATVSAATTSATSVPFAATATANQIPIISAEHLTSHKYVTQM
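Compounds (final 92 nM to 58 uM) are added to His-tagged MBNL1 and biotin-(CUG)12, then terbium anti-His antibody and streptavidin-XL665 (5 nM final). After 60 min at room temperature, the 665/545 nm ratio is read.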
a7 integrin act: integrin-mediated muscular dystrophy alleviation activation | alpha7betagal myoblasts, beta-gal FDG fluorescence, 48 h | Potency, µM (highest dose often 38.3 µM), for the others: top-dose activation, usual class: activators | 350,000 tested, 0.064% active;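 further: potency means the concentration at half of the fitted maximal effect; 100% = response of the positive control SU9516; nearly all actives have a fitted effect of over 60% in size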
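alpha7betagal+/- myoblasts (passage 13, 250/well) treated 48 h at 37C with compounds at 1:260 dilution of DMSO stock. Lysed, then beta-galactosidase activity read as FDG fluorescence (ex 480/em 540) after 30 min, with pre-read for autofluorescence.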
GALK inh: inhibitors of human galactokinase. P51570. Purified GALK, Kinase-Glo residual ATP luminescence. Potency, µM (series often up to 57.5 µM), for the others: top-dose activity change, negative = inhibition, most hits filed as inhibitors. 270,000 tested, 0.007% active. AID 1868; further: potency means the concentration at half of the fitted maximal effect; on the % scale 0 is the no-effect control and ±100 the full control effect
Target sequence (P51570 whole entry, looked up): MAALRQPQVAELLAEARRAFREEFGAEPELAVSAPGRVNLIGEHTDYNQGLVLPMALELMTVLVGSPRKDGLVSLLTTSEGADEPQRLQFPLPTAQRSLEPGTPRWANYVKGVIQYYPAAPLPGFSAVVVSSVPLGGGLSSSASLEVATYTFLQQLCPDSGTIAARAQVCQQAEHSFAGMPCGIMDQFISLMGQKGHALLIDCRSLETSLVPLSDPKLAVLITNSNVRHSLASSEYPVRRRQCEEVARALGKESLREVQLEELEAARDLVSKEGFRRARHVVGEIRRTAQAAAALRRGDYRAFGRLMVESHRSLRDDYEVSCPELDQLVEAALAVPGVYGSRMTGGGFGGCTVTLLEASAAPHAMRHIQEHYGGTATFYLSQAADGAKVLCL
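Kinase-Glo Plus luminescence measured ATP left after a 1 h room-temperature reaction. The reaction used 5 nM GALK, 100 uM galactose and 35 uM ATP at pH 8.0 (20 mM HEPES, 5 mM MgCl2, 60 mM NaCl, 1 mM DTT, 0.01% BSA).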
KCNH2 3.1 inh: blocks the human KCNH2 3.1 channel isoform; U2OS KCNH2 3.1, thallium flux FluxOr; stronger effect = lower value; activity change, % (tested at about 1.8 µM); 340,000 tested, 0.95% active; AID 720553;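 active means maximum activity change below -70%; inconclusive means maximum activity change from -70% to -50%; inactive means maximum activity change above -50%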;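 further: thallium influx rate constant from kinetic fluorescence after stimulation buffer; on the % scale 0 is the no-effect control and ±100 the full control effect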
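Measured as rate of thallium-driven FluxOr signal in transduced U2OS cells carrying the 3.1 channel, read kinetically for 2 min upon stimulation; values are rate constants scaled to DMSO control wells.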
AT treatment: candidate therapy for ataxia-telangiectasia; 320,000 tested, 0.19% active; Potency, µM (titrated, usually from 57.5 µM), for the others: at the highest dose activation, actives largely listed as activators; […] A-T fibroblasts, KAP-1 phosphorylation AlphaLISA; neocarzinostatin DNA damage 30 min before lysis; further: potency means the concentration at half of the fitted maximal effect; % of control where 0% means no effect; nearly all actives have a fitted effect of over 45% in size
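ATM-like activity read as KAP-1 phosphorylation via AlphaLISA donor/acceptor antibody pairs after lysis and 6 hr at 25C. Cells were ATM-null patient fibroblasts ([…], hTERT), dosed 60 min, then exposed to the DSB inducer NCS for 30 min.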
FBPA coupling cs: inhibits coupling enzyme system, counter-screen for aldolase hits; coupling enzyme system counterscreen, AmpLite Red fluorescence; activity change, negative = inhibition, % at 58.2 µM, hits read low; 290,000 tested, 0.67% active; in the data active means activity change below about -30%; further: on the % scale 0 is the no-effect control and ±100 the full control effect
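Fluorescence at 525 nm excitation and 598 nm emission measured inhibition of the coupled detection system without aldolase. Compounds (at 57.5 uM final) were preincubated 10 min at room temperature with coupling enzyme reagent before a 20 min substrate/AmpLite Red step.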
MLL CXXC-DNA inh: blocks binding of human MLL CXXC domain to DNA; Potency, µM (series often up to 115 µM), inactives show at the highest dose activity change, negative = inhibition, usual class: inhibitors; MLL-CXXC / FITC-HOXA9 DNA fluorescence polarization; 290,000 tested, 0.037% active; active means well fitted inhibition curve with a large enough effect in the polarisation, with a control signal flat, not every such curve was filed as active; inconclusive means small, poorly fitted or top-dose-only effect, or effect the other way, or a change in a side signal; inactive means no such curve, though single readings can be large or run the other way; the % refers to the polarisation; further: potency means the concentration at half of the fitted maximal effect
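Purified MLL-CXXC (added from a 7 uM solution) was preincubated 5 min at ambient with pinned compounds in 50 mM Tris-HCl pH 7.5, 50 mM NaCl, 1 mM DTT, 0.05% BSA. Fluorescein-labeled HOX-A9 DNA (50 nM solution) followed, 30 min, then polarization read.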
hERG WT inh: KCNH2 (human, wildtype) channel inhibition | Q12809 | U2OS, BacMam KCNH2, thallium flux FluxOr; stronger effect = lower value | activity change, % at 1.84 µM | 340,000 tested, 0.37% active | AID 720551;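 active means maximum activity change below -70%; inconclusive means maximum activity change between -70% and -50%; inactive means maximum activity change above -50%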; further: on the % scale 0 is the no-effect control and ±100 the full control effect
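U2OS cells transduced with wild-type KCNH2 virus are loaded with FluxOr dye for 45 min, and thallium flux is measured in kinetic reads before and after stimulation buffer. Rate constants are normalized to DMSO controls.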
S-ASM inh: human S-ASM enzyme inhibition; placental ASM, HMU-PC fluorogenic substrate, 60 min; 340,000 tested, 0.006% active; Potency, µM (highest dose often 57.5 µM), for inactives: top-dose activity change, negative = inhibition, hits mostly inhibitors; further: potency means the concentration at half of the fitted maximal effect
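Human placenta-derived ASM enzyme was preincubated with compound for 10 minutes at room temperature, then given fluorogenic substrate HMU-PC0 (9 uM final) for 60 minutes at 37 °C; a pH 10 stop preceded fluorescence reading at Ex 386/Em 447 nm.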
TRPV1 ag: human TRPV1 agonism. Q8NER1. TRPV1-expressing cells, Fluo-8 calcium influx, agonist mode. activation, % at 8.33 µM. 320,000 tested, 0.19% active. AID 540275; in the data active means activation above about 80%; inconclusive means between about 30% and that limit; further: 0% is about no effect
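Cells expressing TRPV1 were dye-loaded with Fluo-8 and read kinetically: 10 s baseline, 3 min after compound (agonist portion), then 2 min after EC20 capsaicin (allosteric enhancer portion). Calcium-bound dye fluorescence at 480/520 nm.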
The depositor's hits bear a star; ? = inconclusive; . = not tested or not shown; [ ] = remark or other dose. Unless noted, the call rests on the fitted dose curve; in most records, active means well fitted curve in the direction sought with a large enough effect; inconclusive means small, poorly fitted or top-dose-only effect, or another doubt; inactive means no such curve, though single readings can be large; an effect the other way counts as inactive or inconclusive. Not a hit list; about 2% have a hit in one of these screens.

| Structure | MBNL1 CUG block | a7 integrin act | GALK inh | KCNH2 3.1 inh | AT treatment | FBPA coupling cs | MLL CXXC-DNA inh | hERG WT inh | S-ASM inh | TRPV1 ag |
| --- | --- | --- | --- | --- | --- | --- | --- | --- | --- | --- |
| CCN(CC(=O)Nc1c(F)cccc1F)C(=O)c1ccc(OCC(=O)N2CCOCC2)c(OC)c1 | . | 0% | . | 29 | . | . | . | 2 | -2% | . |
| Cc1c(N=C(N)/N=C(\N)Nc2ccc(Br)cc2)c(=O)n(-c2ccccc2)n1C | -19% | 7% | 1% | -15 | 4% | -1 | 4% | -26 | 4% | -1 |
| Cc1c(C(=O)NC(C)C)sc2ncn(CC(=O)N3CCC(C)CC3)c(=O)c12 | -1% | -12% | -2% | 15 | -3% | 1 | -3% | 6 | 1% | 0 |
| CC(C)c1ccc(NC(=O)CSc2nc3ccsc3c(=O)n2Cc2ccc(C(=O)O)cc2)cc1 | -5% | -3% | 8% | -2 | 3% | -6 | -9% | -5 | -1% | -2 |
| NC(=O)c1ccc(N2CCNC(=O)C2)c([N+](=O)[O-])c1 | ? | 5% | 5% | 1 | 2% | 3 | 6% | 7 | 12% | -1 |
| O=C(NCc1ccccc1F)c1ccncc1 | 4% | 1% | 0% | 5 | 1% | 0 | 29% | 28 | 2% | -2 |
| CCCNC(=O)c1ccc2c(=O)c(O)c(-c3cccc(Br)c3)[nH]c2c1 | ? | -16% | 0% | 11 | ? | 1 | 36%[activator] | 0 | 26% | -4 |
| O=C(CSc1nnnn1-c1ccccc1)NCc1ccco1 | 4% | -8% | -1% | -2 | -3% | 0 | 0% | -5 | 1% | 0 |
| COc1ccc(CNC(=O)C2CCN(C(=O)Cc3ccccc3)CC2)cc1 | -4% | 24% | -3% | 10 | -1% | -1 | -1% | 1 | 1% | 0 |
| CCOC(=O)N1CCN(C(=O)COc2ccc(S(=O)(=O)NC(C)C)cc2)CC1 | -8% | 1% | -1% | 3 | 3% | 0 | -5% | 6 | 5% | -3 |
| CCc1nc(SCc2cc(Cl)ccc2OC)n[nH]1 | 8% | 15% | -1% | -16 | 1% | 1 | -1% | -18 | 6% | 6 |
| Cc1cccc(-n2nc([N+](=O)[O-])c(N3CCN(C(=O)c4ccco4)CC3)[n+]2[O-])c1 | ? | 3% | 0% | 0 | -1% | -1 | 41%[activator] | 7 | -1% | -1 |
| c1ccc2c(c1)sc1nnnn12 | 0% | -26% | -2% | -13 | -5% | 1 | 1% | 6 | 0% | -5 |
| Cn1nc(C(=O)NCCCN2CCCCC2)c2c1-c1ccccc1S(=O)(=O)C2 | 0% | -39% | -3% | -15 | 2% | -1 | 24% | -15 | -3% | 0 |
| O=C(Nc1ccc(OCC(=O)N2CCC(Cc3ccccc3)CC2)cc1)c1ccco1 | -1% | -22% | 0% | -26 | -3% | -2 | 0% | -3 | -8% | 15 |
| Cc1ccnc(NS(=O)(=O)c2ccc(NC(=O)CN3C(=O)CCC3=O)cc2)n1 | -3% | -6% | 1% | -1 | 2% | 2 | 9% | 4 | -1% | -18 |
| CN(Cc1nc(Cc2ccccc2F)no1)CC1(N2CCOCC2)CCCCC1 | -6% | 0% | 1% | -1 | 3% | 2 | -4% | 8 | 2% | ? |
| CCn1c(CC(=O)Nc2ccccc2F)nnc1SCC(=O)Nc1nncs1 | 0% | ? | -1% | 4 | 3% | 0 | 2% | 1 | -3% | 0 |
| Cc1nn2c(NCc3ccccn3)cc(C(C)C)nc2c1-c1ccccc1 | -2% | -60%[inhibitor] | 3% | -4 | 8% | 2 | -4% | -7 | 3% | 27 |
| O=C(COc1ccc(Cl)cc1Br)OCC(=O)c1ccc[nH]1 | . | 11% | . | -2 | -4% | . | . | -12 | -2% | . |
| COc1ccc(S(=O)(=O)N2CCN(CC(=O)Nc3cccc(F)c3)CC2)cc1 | -3% | -8% | -2% | -2 | 9% | 0 | -2% | 43 | -2% | 1 |
| O=C(Nc1nc2ccc(Cl)cc2s1)c1ccco1 | 6% | 2% | 1% | -2 | 4% | 0 | 12% | -1 | -1% | ? |
| COC(=O)/C=C1\SC(=NC(=O)c2cccc(Cl)c2)NC1=O | 4% | ? | -11% | 8 | -1% | 5 | ? | -7 | -8% | 2 |
| NS(=O)(=O)c1ccc(NC(=S)N2CCCC2)cc1 | -5% | -12% | 1% | 13 | 2% | . | -4% | 7 | 5% | 3 |
| CC(C)(C)NC(=S)NNC(=O)c1cccc(Br)c1 | 1% | 12% | -1% | -2 | -4% | -3 | -3% | -5 | -2% | 4 |
| COc1ccc(-c2c(C#Cc3ccsc3)c3cc(-c4ccc5[nH]ccc5c4)ccc3n2C)cc1 | . | -3% | . | 2 | 14% | . | . | 6 | 81% | 4 |
| O=C1NC(c2ccccc2OC(F)F)Oc2ccccc21 (configuration not stated) | . | -3% | 0% | 3 | 10% | -1 | 9% | -2 | -1% | -2 |
| CC(=O)Nc1ccc(NS(=O)(=O)Cc2ccccc2)cc1 | -3% | -7% | -1% | -10 | -1% | 2 | 2% | 4 | 5% | 0 |
| CCN(CC)CCN1C(=O)C(=O)/C(=C(/O)c2ccc(S(=O)(=O)N3CCOCC3)cc2)C1c1ccc(C(C)(C)C)cc1 (configuration not stated) | ? | 21% | -1% | -7 | 10% | 2 | 11% | 3 | -3%[11.5 µM] | -3 |
| Cc1ccc(C(=O)NC(=S)N2CCN(C(=O)OC(C)(C)C)CC2)cc1Br | -3% | ? | -1% | 3 | 4% | 2 | -4% | 0 | -2% | 10 |
| COC(=O)CN1C(c2ccc(OC)cc2)=Nc2ccc(Cl)cc2C1c1ccccc1 (configuration not stated) | -10% | 12% | -4% | -96* | 1% | -1 | 9% | 9 | 0% | 14 |
| CCN(Cc1ccccc1)S(=O)(=O)c1ccc(S(=O)(=O)N2CCN(C)CC2)cc1 | -5% | 4% | -1% | -2 | -4% | -1 | -5% | 9 | 3% | 13 |
| O=S(=O)(NCCNS(=O)(=O)c1ccccc1)c1ccccc1 | -2% | -17% | 0% | 23 | -2% | 2 | 3% | 15 | 8% | -2 |
| CCC(=O)Nc1ccc(N/C(N)=N/c2nc(C)cc(C)n2)cc1 | . | -19% | 8% | -9 | -3% | 3 | -1% | -2 | -10% | . |
| CCN1C2=NCCCN2c2cc(C)c(C)cc21 | ? | 18% | 0% | -7 | -3% | 1 | 0% | -1 | -2% | 0 |
| COc1ccc(N(C(=O)C2CSC(=O)C2)C(C(=O)NC(C)(C)C)c2ccncc2)cc1 (configuration not stated) | 2% | 18% | 10% | 0 | -1%[11.5 µM] | 4 | 2% | 0 | -2% | 0 |
| Cc1cccc2cc(CN(CC3CCCO3)C(=O)c3cccnc3)c3nnnn3c12 (configuration not stated) | 8% | -20% | -2% | -1 | 1% | 0 | -4% | 8 | 1% | 3 |
| COc1ccccc1C(O)P(=O)(OCC(C)C)c1ccc(N(C)C)cc1 (configuration not stated) | -4% | 11% | 2% | -1 | 2% | 2 | 20% | 2 | 5% | 1 |
| C/C(Cn1nc([N+](=O)[O-])cc1C)=N\NC(=O)COc1ccc(Cl)cc1Cl | 5% | 17% | 1% | -28 | 0% | 2 | -5% | 6 | -1% | 1 |
| Nn1c(Cc2ccccc2)nc2ccccc2c1=O | . | -31% | . | 18 | . | . | . | -1 | 1% | . |
| CC(=O)C1=C(O)C(=O)N(c2ccc(Br)cn2)C1c1ccc(F)cc1 (configuration not stated) | 58%[activator] | -3% | 4% | 4 | -1% | 16 | -8% | -2 | 15% | 0 |
| CCc1ccc2c(c1)c1nc(C)sc1n2CC(=O)OC | 0% | 1% | 0% | -18 | -1% | -5 | -1% | -10 | 0% | 3 |
| Cc1cc(Br)ccc1SCC(=O)OCC(=O)c1c(N)n(C)c(=O)n(C)c1=O | -6% | 9% | 7% | 1 | -4% | -2 | -2% | 7 | -18% | -1 |
| COC(=O)c1ccc(NC(=O)CCS(=O)(=O)c2ccc(C)cc2)cc1 | -1% | -16% | . | 10 | -5% | 0 | -4% | -11 | -2% | 17 |
| Cc1cc2c(cc1C)NC(C)CC(=O)N2 (configuration not stated) | . | 1% | . | -14 | . | . | . | 1 | 3% | . |
| CCOc1ccc(CN2C(=O)CC(=O)N(S(=O)(=O)c3ccc(OCC)cc3)C2=O)cc1 | 0% | 10% | 1% | 30 | 8% | 5 | -14% | 7 | -1% | -4 |
| CCOc1ccccc1C(=O)NCC(=O)OCCOc1cccc(Cl)c1 | -2% | 23% | 1% | -1 | -1% | -2 | -8% | 0 | -5% | 9 |
| O=C(COc1ccc(Cl)cc1Cl)Nc1cccnc1 | 2% | 25% | -1% | -9 | -1% | 0 | -5% | -23 | 1% | 13 |
